Screens as filed in PubChem.
AmpC detergent = inhibitors of E. coli AmpC beta-lactamase with detergent. 370,000 tested, 0.041% active. AmpC hydrolysis of nitrocefin, absorbance 480 nm, 0.01% Triton. Potency, µM (doses to about 114 µM), without a hit: at the top dose activity change, negative = inhibition, usual class: inhibitors. P00811;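 note: potency is the fitted concentration of half-maximal effect; 0% = no-compound wells and -100% = no-enzyme wells; nearly all actives have a fitted effect of over 25% in size; some results filed as inactive show a strong effect at the top dose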
Target sequence (P00811 whole entry, looked up): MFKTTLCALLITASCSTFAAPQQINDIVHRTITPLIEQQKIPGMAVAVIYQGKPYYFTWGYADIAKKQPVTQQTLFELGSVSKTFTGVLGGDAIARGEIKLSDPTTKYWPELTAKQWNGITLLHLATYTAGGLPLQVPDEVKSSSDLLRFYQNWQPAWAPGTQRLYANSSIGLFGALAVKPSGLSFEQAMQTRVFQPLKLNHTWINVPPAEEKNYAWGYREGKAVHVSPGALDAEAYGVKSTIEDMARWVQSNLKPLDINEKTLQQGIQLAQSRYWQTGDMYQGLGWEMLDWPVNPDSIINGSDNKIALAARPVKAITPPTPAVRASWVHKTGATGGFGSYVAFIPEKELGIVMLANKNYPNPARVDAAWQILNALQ
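20 mM phosphate pH 7.0 + 0.01% (detergent screen) or 0.0001% Triton X-100; 5.3 nM AmpC reagent; cpd preinc 15 min RT; nitrocefin (800 uM stock) to start; A480 q20 s × 4 min; Activity was normalised to no-enzyme and no-compound control wells.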
HCMV inh = inhibitors of human cytomegalovirus. HFF cells, HCMV-luciferase reporter, 72 h; active compounds read low. activity change, negative = inhibition, % at 57.5 µM. AID 1259415. 410,000 tested, 4.5% active; in the data active = activity change below about -60%; inconclusive = no clear call, values can overlap the other calls; inactive = above about -39%; note: % is set by controls: 0 for no effect and ±100 for the full control effect
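Luciferase read-out from HCMV-luciferase-infected HFFs (MOI 1 PFU/cell) 72 h post infection at 37C; compounds added after 16 h cell attachment; activity normalized between buffer-only basal and Salinomycin (10uM) inhibitor controls.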
AmpC no deterg = AmpC beta-lactamase inhibition without detergent; P00811; AmpC nitrocefin hydrolysis, absorbance 480 nm, 0.0001% Triton; Potency, µM (doses to about 57.1 µM), inactives show at the highest dose activity change, negative = inhibition, hits mostly inhibitors; 330,000 tested, 0.52% active; AID 485341;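 note: potency is the fitted concentration of half-maximal effect; plate controls were no compound for no effect and no enzyme for full effect; nearly all actives have a fitted effect of over 20% in size; some results filed as inactive show a strong effect at the top dose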
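20 mM phosphate pH 7.0 + 0.01% (detergent screen) or 0.0001% Triton X-100; 5.3 nM AmpC reagent; cpd preinc 15 min RT; nitrocefin (800 uM stock) to start; A480 q20 s × 4 min; Activity was normalised to no-enzyme and no-compound control wells.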
AMA1 RON2 block = inhibitors of Plasmodium falciparum AMA1-RON2 interaction; 360,000 tested, 0.2% active; Potency, µM (titrated, usually from 58.2 µM), for the others: top-dose activity change, negative = inhibition, hits mostly inhibitors; AID 720542; AlphaScreen AMA1-biotinylated RON2 peptide binding;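 note: potency is the fitted concentration of half-maximal effect; 0% = vehicle wells and -100% = peptide control; nearly all actives have a fitted effect of over 45% in size; some results filed as inactive show a strong effect at the top dose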
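AMA1 (3D7) with his tag at 25 nM final met compounds first, then biotinylated RON2 peptide at 25 nM; detection used donor plus acceptor beads, 10 µg/mL apiece, read by AlphaScreen after 30 min at room temperature.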
Cycloheximide cs = counter-screen for Shiga toxin inhibitors: cycloheximide protein synthesis inhibition. cell reporter, cycloheximide protein synthesis inhibition counterscreen. max response, %. 300,000 tested, 12% active; in the data active = max response mostly above about 13%, no sharp cut-off; inactive = mostly below about 14%; note: read at 38.3 µM for the half of the compounds with a filed dose; 0% is about no effect
FBPA Giardia inh = blocks Giardia fructose-bisphosphate aldolase activity; A8B2U2; purified Giardia FBPA; Potency, µM (titrated, usually from 59.6 µM), without a hit: top-dose activity, negative = inhibition, hits mostly inhibitors; 290,000 tested, 0.71% active; AID 2451; note: potency is the fitted concentration of half-maximal effect; % is set by controls: 0 for no effect and ±100 for the full control effect; nearly all actives have a fitted effect of over 55% in size
Target sequence (A8B2U2 whole entry, looked up): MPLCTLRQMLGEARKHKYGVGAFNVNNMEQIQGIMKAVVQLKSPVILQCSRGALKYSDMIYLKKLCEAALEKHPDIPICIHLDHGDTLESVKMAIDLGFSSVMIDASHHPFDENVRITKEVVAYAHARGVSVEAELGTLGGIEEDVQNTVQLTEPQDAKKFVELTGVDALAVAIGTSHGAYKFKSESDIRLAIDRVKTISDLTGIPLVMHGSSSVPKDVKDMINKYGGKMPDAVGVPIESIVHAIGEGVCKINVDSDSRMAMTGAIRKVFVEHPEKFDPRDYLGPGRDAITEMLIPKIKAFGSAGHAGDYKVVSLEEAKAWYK
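40 nM FBPA preincubated 10 min at RT with compound (up to 57.5 uM final), then substrate plus GAPDH/TPI/NAD/arsenate coupling and diaphorase/resazurin added. Fluorescence read after 20 min at RT, 525/598 nm.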
Shiga toxin inh = Shiga toxin inhibition. Vero cells, Shiga toxin protein synthesis inhibition reporter. inhibition, % at 38.7 µM. 290,000 tested, 9.2% active. AID 2315; in the data active = inhibition mostly above about 28%, no sharp cut-off; inactive = mostly below about 43%; note: 0% is about no effect
The depositor's hits bear a star; u = inconclusive; x = not tested or not shown; & = joins results of further samples; [ ] = another dose, or the depositor's remark. Unless noted, calls come from the whole dose curve; as a rule, active = well fitted curve in the direction sought with a large enough effect; inconclusive = small, poorly fitted or top-dose-only effect, or another doubt; inactive = no such curve, though single readings can be large; an effect the other way counts as inactive or inconclusive. Not a hit list (roughly 16% active in at least one column).

SMILES	AmpC detergent	HCMV inh	AmpC no deterg	AMA1 RON2 block	Cycloheximide cs	FBPA Giardia inh	Shiga toxin inh
Cc1ccc(C(=O)Oc2cc(C)n(C)c(=O)c2)cc1	6.2%	75.2	-7.0%	-4.0%	-5.5	4.6%	-26.9
C/C(=N\Nc1nc(C)cc(=O)[nH]1)C1CC1	-7.4%	-22.3	-5.5%	84.8%[activator]	10.7	-25.9%	35.2
COC(=O)c1cc(OC)c(OC)cc1NC(=O)Cc1ccccc1[N+](=O)[O-]	-0.9%	15.7	120.3%[activator]	16.8%	-0.9	4.8%	-16.5
CCCCS(=O)(=O)N1CCCC(C(=O)Oc2ccccc2)C1 (stereo not given)	-14.5%	-5.0	-10.1%	1.1%	2.0	2.7%	-6.4
CN(C)/C=N/c1sc2c(c1C#N)CCCCC2	-3.5%	-35.1	-7.8%	-17.0%	56.5*	-1.1%	20.0*
COc1ccc(-c2c(-c3cc(OC)cc(OC)c3)n(C)c3ccc(-c4cnc(N)nc4)cc23)cc1	x	-8.8	-36.8%	-0.3%	x	x	x
COc1ccccc1CN1C[C@@H]2C[C@@H](c3ccccc3OC)N3CCC[C@@]23C1=O	1.9%	-19.1	39.0%	-2.0%	1.0	2.3%	19.3
CC(C)C(c1nnnn1CC1CCCO1)N1CCN(C2CCCC2)CC1 (stereo not given)	u	0.9	-16.3%	-0.8%	-5.0	0.9%	-12.4
c1ccc(CCc2nc(-c3ccccc3)no2)cc1	-10.8%	12.5	-18.7%	50.0%[activator]	34.5*	x	128.6*
CCSc1nncn1/N=C/c1ccc(OC)c(OC)c1	u	31.8	-13.4%	16.2%	21.1*	4.0%	32.0*
O=C(C1CC1)N1CCN(c2ccc([N+](=O)[O-])cc2-n2cccc2)CC1	1.9%	-16.0	65.2%[activator]	-19.6%	-1.3	8.1%	-5.8
CC(Cc1ccccc1)C(=O)NCc1ccccn1 (stereo not given)	u	-5.0	3.0%	31.7%[activator]	9.5	-0.4%&0.8%	-8.0
CN(C)CCNCc1ccccc1OC1CCCC1	-4.2%	-14.4	-5.6%	30.5%[activator]	-3.5	-6.6%	25.2
CC(=O)Cc1nsc(NC(=O)c2ccc(-c3ccccc3Cl)o2)n1	1.1%	15.6	-13.7%	125.2%[activator]	37.0	-23.8%	12.2
CCCCNC(=S)N1CCN(c2nc3ccccc3s2)CC1	-5.4%	-15.1	0.9%	9.7%	-2.2	0.2%	-2.3
COc1ccc(C(=O)Nc2cccc(C(=O)O)c2)cc1S(=O)(=O)N1CCCC1	u	47.9	-19.8%	0.0%	-3.2	-0.2%	-8.9
COc1cccc(OC)c1C(=O)Nc1cccc(C(C)=O)c1	0.0%	29.2	-19.9%	1.4%	-1.1	-2.6%	1.0
CCN(CC)C(=O)C(=O)N/N=C/c1cccc(Br)c1	0.4%	9.2	-4.0%	0.0%	1.3	-16.7%	-6.1
Cc1cccc(NC(=O)CCC(=O)Nc2nnc(C(F)(F)F)s2)c1	0.1%	7.0	-10.4%	-11.2%	-2.4	11.1%	12.9
CC12CCC(C(=O)N3CCN(C(c4ccccc4)c4ccccc4)CC3)(OC1=O)C2(C)C (stereo not given)	u	-30.1	-9.3%	3.8%	-2.5	-0.5%	-2.1

A draw from above in order of number of heavy atoms, lowest first:
SMILES	AmpC detergent	HCMV inh	AmpC no deterg	AMA1 RON2 block	Cycloheximide cs	FBPA Giardia inh	Shiga toxin inh
CN(C)/C=N/c1sc2c(c1C#N)CCCCC2	-3.5%	-35.1	-7.8%	-17.0%	56.5*	-1.1%	20.0*
CCCCS(=O)(=O)N1CCCC(C(=O)Oc2ccccc2)C1 (stereo not given)	-14.5%	-5.0	-10.1%	1.1%	2.0	2.7%	-6.4
CC(C)C(c1nnnn1CC1CCCO1)N1CCN(C2CCCC2)CC1 (stereo not given)	u	0.9	-16.3%	-0.8%	-5.0	0.9%	-12.4
CC12CCC(C(=O)N3CCN(C(c4ccccc4)c4ccccc4)CC3)(OC1=O)C2(C)C (stereo not given)	u	-30.1	-9.3%	3.8%	-2.5	-0.5%	-2.1

Remaining list, next part:
SMILES	AmpC detergent	HCMV inh	AmpC no deterg	AMA1 RON2 block	Cycloheximide cs	FBPA Giardia inh	Shiga toxin inh
CCCCCn1c(Sc2ncccn2)nc2c1c(=O)[nH]c(=O)n2C	-14.2%	29.9	-0.8%	7.5%	-0.7	-6.1%	-8.1
CSc1nsc(SC)c1C(=O)Nc1ccc(C)cc1	-12.8%	65.5	-29.5%	2.2%	12.3	x	15.2
CC(=O)c1c(C)[nH]c(C(=O)Nc2ccc(F)cc2F)c1C	4.3%	76.3	-29.7%	11.8%	44.4*	9.5%	64.6*
CCOC(=O)CNC(=S)n1ncnc1N	3.1%	u	0.2%	80.4%[activator]	-2.7	-12.9%	-13.4
COC(=O)/C=C/C(=O)Nc1cccc(C(F)(F)F)c1	0.0%	-74.1*	-20.4%	-5.0%	-1.7	2.1%	18.5
C/C=C/c1ccc(OCC(=O)Nc2cc(OC)c(OC)c(OC)c2)c(OC)c1	-5.3%	-28.6	126.2%[activator]	-7.6%	-2.3	-0.2%	-6.5
COc1ccc(N2CCN(C(CNC(=O)C(C)(C)C)c3cccnc3)CC2)cc1 (stereo not given)	2.1%	5.7	-8.3%	0.0%	-3.9	0.7%	2.1
COc1cnn(C(C)(C)C)c(=O)c1Cl	2.6%	-17.6	-2.5%	-3.8%	-1.9	5.8%	-9.5
Cc1nc(SCC#N)c2c(C)c(C)sc2n1	-1.1%	-37.7	-2.4%	21.4%	-1.6	7.6%	-2.3
NNC(=O)c1ccc(COc2ccc3ccccc3c2)o1	0.4%	61.9	-8.3%	62.9%[activator]	18.6*	-4.2%	34.1*
CC(C#N)Sc1nc2ccccc2c(=O)n1-c1ccccc1 (stereo not given)	u	-23.0	-36.2%	-5.4%	0.7	1.0%	32.4
CC1CCCc2sc3nc(N4CCN(CCO)CC4)n4ncnc4c3c21 (stereo not given)	u	76.4	159.6%[activator]	11.6%	0.1	-2.5%	-15.4
CC(C)/C=N/Nc1nc2c(c(=O)n(C)c(=O)n2C)n1C	2.6%	u	1.8%	10.2%	13.4	-17.9%	-6.4
CC(C)=C(NC(=O)c1ccccc1)C(=O)N1CCOCC1	u	-22.8	-8.0%	1.9%	1.2	9.5%	-9.1
CCCCOc1ccc(C(=O)N/C(=C\c2cccc([N+](=O)[O-])c2)C(=O)OCc2ccco2)cc1	-12.4%	-0.9	-39.4%	-5.6%	-2.9	6.2%	-6.0
CS(=O)(=O)N1CCC(C(=O)N2CCN(C(c3ccccc3)c3ccccc3)CC2)CC1	-14.9%	-1.3	185.8%[activator]	-4.7%	-0.8	6.1%	-2.0
O=C(NC(=S)Nc1ccc(S(=O)(=O)Nc2nccs2)cc1)c1ccccc1F	1.2%	-39.6	-22.7%	63.5%[activator]	8.2	0.7%	15.2
COc1ccc(-n2ccc(-c3nn(-c4cccc(C(F)(F)F)c4)ccc3=O)n2)cc1	-13.3%	-10.7	105.2%[activator]	1.6%	0.0	-18.7%	-13.7
Cc1cccc(-n2c(C)cc(/C=N/NC(=O)c3cccc([N+](=O)[O-])c3C)c2C)c1	u	-11.5	-37.8%	11.0%	0.6	-17.9%	21.7
CCOC(=O)N(c1ccccc1)P1(=S)OCC(C)O1 (stereo not given)	-2.0%	4.0	2.8%	6.3%	-1.6	-0.5%	-12.3

Remaining list, next part
SMILES	AmpC detergent	HCMV inh	AmpC no deterg	AMA1 RON2 block	Cycloheximide cs	FBPA Giardia inh	Shiga toxin inh
CNc1sc(C(=O)c2ccc(F)cc2)c(N)c1-c1nc2ccccc2s1	u	70.8	-21.5%	-1.0%	28.6*	-5.0%	38.1
O=C(N1CCN(c2ccccc2)CC1)C1(S(=O)(=O)c2ccc(Cl)cc2)CC1	-11.2%	0.4	81.0%[activator]	0.9%	-5.7	-5.6%	-7.2
O=C(Nc1nc2ccc(Cl)cc2s1)c1ccc(Br)o1	-2.3%	107.1	-24.0%	-11.4%	34.0*	1.0%	86.9*
CCN(C(=S)Nc1ccc(OC(F)F)cc1)C1CCCCC1	7.8%	u	-29.0%	35.8%[activator]	16.1	-6.7%	18.1
O=C(O)c1cc(Cl)ccc1NC(=O)C1CCCO1 (stereo not given)	u	18.5	-0.8%	-3.3%	-6.0	-4.9%	17.2
O=C(O)C1CC=C(Cl)CC1C(=O)NCc1ccccc1 (stereo not given)	1.1%	-8.1	-15.1%	-6.1%	-2.7	2.8%	2.6
Cc1ccccc1NC(=O)c1ccc(CSc2ncccn2)cc1	1.3%	-10.6	-20.3%	-9.0%	3.3	-6.0%	7.0
O=C(Nc1ccc(N2CCOCC2)cc1N1CCOCC1)c1ccco1	2.4%	26.2	-4.3%	0.6%	-3.0	-11.5%	-3.1
CC(=O)Nc1ccc(NC(=O)CCC(=O)NCCO)cc1	u	-20.9	-16.9%	-0.3%	-4.8	0.2%	-17.8
CCN(C(=O)CN1C(=O)c2ccc([N+](=O)[O-])cc2C1=O)C1CCS(=O)(=O)C1 (stereo not given)	-13.6%	2.4	-15.9%	9.1%	x	x	x
CCC1CN(C(=O)NCc2ccc(C)cc2)c2cc(Cl)ccc2O1 (stereo not given)	-1.4%&-7.2%	-31.0&5.8	-12.1%	19.6%	4.8	7.3%	-0.6
COc1ccc(C(=O)N2c3ccccc3C(=O)OC2c2ccc3c(c2)OCO3)cc1 (stereo not given)	-8.4%	154.4	-17.1%	-13.6%	19.7*	-22.2%	28.5
O=C(c1cc(N2C(=O)C3C4CCC(C4)C3C2=O)ccc1Cl)N1CCN(c2ccccc2)CC1 (stereo not given)	-13.6%	u	97.3%[activator]	-0.3%	-3.8	7.0%	-11.4
Cn1c(=O)c2cc(S(=O)(=O)NCCC(=O)NCCC3=CCCCC3)ccc2n(C)c1=O	-7.1%	-4.5	18.9%	5.3%	-3.9	8.8%	-16.5
Cc1ccnc(N2CCC(C(=O)Nc3ccc4c(c3)OCCO4)CC2)n1	-0.2%	-2.0	5.1%	-4.6%	3.8	-2.1%	17.5
CC[C@@H](C)[C@@H](C(=O)N1CCN(C(=O)OC(C)(C)C)CC1)n1cc(CCCN=C(NC(=O)OC(C)(C)C)NC(=O)OC(C)(C)C)nn1	0.5%	0.0	136.2%[activator]	-1.1%	-0.4	-14.9%	-10.9
